Abeta yeast res: restores growth of yeast expressing A-beta42 peptide. yeast expressing A-beta42, growth rescue, OD600, 48 h; response scale: 0% DMSO, 100% iron-clioquinol control. Potency, µM (highest dose often 46.1 µM), inactives show at the top dose growth rescue, hits mostly activators. 410,000 tested, 0.063% active. AID 1347071; note: potency is the fitted concentration of half-maximal effect; nearly all actives have a fitted effect of over 55% in size
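Yeast growth medium received pinned compounds, then yeast cells expressing toxic A-beta were added; plates incubated at 30 C for 48 hr. Growth read as absorbance at 600 nm, normalized to DMSO and equimolar FeCl3 plus clioquinol controls.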
FUS yeast rescue: suppressors of FUS proteinopathy in yeast; 390,000 tested, 0.24% active; Potency, µM (highest dose often 76.6 µM), for inactives: at the highest dose growth rescue (activation), actives largely listed as activators; S. cerevisiae FUS-expressing, growth rescue, OD600, 24 h;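 note: potency is the fitted concentration of half-maximal effect; plate controls were DMSO vehicle for no effect and reference control for full effect; nearly all actives have a fitted effect of over 55% in size; some results filed as inactive show a strong effect at the top dose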
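Cultures pregrown in 2.5% raffinose medium are shifted to minimal medium containing 2% galactose to express toxic FUS. Compounds are tested at several concentrations. After 24hr at 30C, growth is quantified at 600 nm absorbance.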
EPAC2 antag: antagonists of human EPAC2. Q8WZA2. EPAC2 GEF exchange of Rap1B-BODIPY-GDP, fluorescence. Potency, µM (highest dose often 114 µM), for the others: top-dose activity, negative = inhibition, hits mostly inhibitors. 360,000 tested, 0.18% active. AID 720708; note: potency is the fitted concentration of half-maximal effect; % is set by controls: 0 for no effect and ±100 for the full control effect; nearly all actives have a fitted effect of over 45% in size; many of its hits are not listed in these tables
Target sequence (Q8WZA2 whole entry, looked up): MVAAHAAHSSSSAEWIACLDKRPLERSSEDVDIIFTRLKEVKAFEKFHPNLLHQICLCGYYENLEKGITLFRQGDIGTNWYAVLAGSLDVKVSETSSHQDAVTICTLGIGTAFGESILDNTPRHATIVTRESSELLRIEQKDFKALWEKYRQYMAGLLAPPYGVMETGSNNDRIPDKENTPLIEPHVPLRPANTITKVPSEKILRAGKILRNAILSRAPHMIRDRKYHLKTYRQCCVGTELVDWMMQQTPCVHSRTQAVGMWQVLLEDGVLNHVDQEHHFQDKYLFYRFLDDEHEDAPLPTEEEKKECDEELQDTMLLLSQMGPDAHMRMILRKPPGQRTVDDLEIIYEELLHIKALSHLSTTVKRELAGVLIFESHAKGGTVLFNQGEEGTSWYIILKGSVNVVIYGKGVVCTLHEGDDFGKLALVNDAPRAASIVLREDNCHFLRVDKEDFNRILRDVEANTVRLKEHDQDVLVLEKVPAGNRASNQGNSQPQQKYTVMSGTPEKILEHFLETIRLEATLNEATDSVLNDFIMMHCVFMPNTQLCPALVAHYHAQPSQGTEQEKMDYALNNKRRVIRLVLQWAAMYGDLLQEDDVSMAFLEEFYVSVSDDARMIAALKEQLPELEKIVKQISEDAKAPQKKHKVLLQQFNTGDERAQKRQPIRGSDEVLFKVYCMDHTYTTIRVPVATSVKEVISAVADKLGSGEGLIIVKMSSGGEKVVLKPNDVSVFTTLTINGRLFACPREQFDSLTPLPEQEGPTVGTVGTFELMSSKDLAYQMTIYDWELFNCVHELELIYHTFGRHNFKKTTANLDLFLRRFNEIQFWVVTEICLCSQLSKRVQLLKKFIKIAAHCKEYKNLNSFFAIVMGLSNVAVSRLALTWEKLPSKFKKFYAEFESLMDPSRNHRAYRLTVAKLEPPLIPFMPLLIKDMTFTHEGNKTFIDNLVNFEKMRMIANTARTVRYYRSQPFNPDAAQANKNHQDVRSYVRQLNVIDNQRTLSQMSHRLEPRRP
TDP43 rescue: rescues yeast growth from TDP-43 toxicity | TDP-43 expressing yeast growth rescue, BacTiter-Glo, 24 h | Potency, µM (highest dose often 46.1 µM), without a hit: top-dose growth rescue (activation), usual class: activators | 410,000 tested, 1.8% active | AID 652104; note: potency is the fitted concentration of half-maximal effect; % of control where 0% means no effect; nearly all actives have a fitted effect of over 50% in size
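Yeast expressing TDP-43 (pregrown in raffinose, seeded at OD600=0.02 in galactose medium) exposed to compounds 24 hr at 30 deg C. Growth read by BacTiter-Glo luminescence; rescue of toxicity appears as increased signal.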
D3 ag: D3 dopamine receptor (human) agonism; max activation, %; P35462; 410,000 tested, 0.58% active; D3R DiscoveRx beta-arrestin cells, luminescence, 90 min; in the data active = max activation above about 30%; note: 0% is about no effect; mostly tested at two doses, the higher about 12 µM
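Agonist-mode cell screen: cells plated at 1500/well and incubated overnight at 37 °C, then exposed to library compounds for 90 min at 37 °C. Detection reagent was added for 30–60 min at room temperature, and luminescence was read.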
aSyn yeast inh: alpha-synuclein toxicity inhibition in yeast. Yeast expressing alpha-synuclein, growth rescue, BacTiter-Glo, 24 h. AID 652106. 370,000 tested, 0.14% active. Potency, µM (top dose mostly 46.1 µM), without a hit: at the top dose growth rescue (activation), actives largely listed as activators; note: potency is the fitted concentration of half-maximal effect; % of control where 0% means no effect; nearly all actives have a fitted effect of over 65% in size
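Readout is rescue of growth in alpha-synuclein-expressing yeast, so inhibitors of toxicity appear as activators. Growth after 24 hr at 30 deg C in galactose medium is quantified by luminescence.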
DRD3 antagonist: antagonists of human D3 dopamine receptor. D3R cells, DiscoveRx beta-arrestin luminescence, antagonist mode; active compounds read low. max response, negative = inhibition, %. 360,000 tested, 2.5% active. AID 652054; in the data active = max response below about -50%; inconclusive = no clear call, values can overlap the other calls; note: % is set by controls: 0 for no effect and ±100 for the full control effect; mostly tested at two doses, the higher about 12 µM
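Cells expressing the human receptor were seeded at 1500 cells/well, incubated overnight at 37 degrees C in 5% CO2, then exposed to library compounds with dopamine controls for 90 minutes at 37 degrees C before luminescent detection.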
EPAC2 agonist: activates human EPAC2 exchange factor. Q8WZA2. Potency, µM (titrated, usually from 154 µM), for inactives: at the highest dose activation, actives largely listed as activators. EPAC2 activation, biochemical qHTS; response scale: 100% = 6.5 mM cAMP response. 360,000 tested, 0.079% active. AID 720711; note: potency is the fitted concentration of half-maximal effect; nearly all actives have a fitted effect of over 50% in size
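Compounds were titrated in qHTS against a Rap1B-BODIPY-GDP (250 nM) complex with EPAC2 (100 nM) and GDP (50 uM). BODIPY-GDP release tracked at 480/540 nm over 30 min at room temperature, normalized to 6.5 mM cAMP.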
The depositor's hits bear a star; ? = inconclusive; . = not tested or not shown; [ ] = remark or other dose. Unless noted, calls come from the whole dose curve; as a rule, active = well fitted curve in the direction sought with a large enough effect; inconclusive = small, poorly fitted or top-dose-only effect, or another doubt; inactive = no such curve, though single readings can be large; an effect the other way counts as inactive or inconclusive. Only part of the results is shown, so the mix of outcomes need not match the whole.

SMILES	Abeta yeast res	FUS yeast rescue	EPAC2 antag	TDP43 rescue	D3 ag	aSyn yeast inh	DRD3 antagonist	EPAC2 agonist
N#Cc1ccc(C(=O)N2CCCC(c3cc(C(=O)NCc4cccnc4)no3)C2)cc1 (stereo not given)	-12%	-21%	7%	11%	2	10%	18	15%
COCCNC(=O)c1ccc(C(=O)C(=O)c2ccccc2)cc1	0%	19%	3%	9%	2	0%	34	-1%
COc1ccc(Nc2nnc(SCC3CCCO3)s2)cc1 (stereo not given)	19%	5%	5%	28µM*	10	-10%	1	7%
Cc1ccc(C)c(NC(=O)CN2C(=O)C(C)(C)c3ccccc32)c1	0%	7%	.	7%	7	.	.	.
S=C(NCCNC(=S)Nc1ccccc1)Nc1ccccc1	-17%	-11%	-2%	24%	2	3%	62	-4%
O=C(Nc1cccc2c1CCCC2)C1CCCN(S(=O)(=O)c2cccc3nonc23)C1 (stereo not given)	22%	5%	1%	1%	10	-5%	16	-6%
NC(=O)CC[C@H](NC(=O)c1ccc(F)cc1)C(=O)N1CCN(Cc2ccc3c(c2)OCO3)CC1	8%	-4%	-6%	3%	-2	-11%	13	5%
Cc1ccc(NC(=O)Cn2cc(C(=O)C3CC3)c3ccccc32)cc1C	-7%	-16%	.	-5%	-12	.	.	.
Cc1cccc2c(C(=O)Nc3ccc(Br)cc3)cc(-c3ccccn3)nc12	-16%	42%	-26%	-4%[9.22 µM]	1	-1%	12	9%
O=C(O)C=Cc1c[nH]c2nccnc12	-12%	-14%	1%	18%	-1	-7%	-7	5%
COCCNC(=O)c1ccc(S(=O)(=O)c2ccc(Cl)cc2)c(NC(C)=O)c1	14%	2%	5%	2%	6	-5%	4	8%
COc1ccc(NC(=O)CCN2CCOCC2)c(OC)c1	4%	8%	2%	2%	0	-2%	3	4%
CCOC(=O)CC(=O)CSc1nc2nc(C)cc(C)n2n1	0%	-18%	4%	-5%	7	-3%	-20	6%
COc1ccc(Cc2nnc(Nc3ccccc3OC)[nH]c2=O)cc1	-7%	11%	23%	0%	-8	0%	19	-2%
COc1cccc(COC(=O)c2ccc(S(=O)(=O)N3CCC(C)CC3)cc2)c1OC	-7%	19%	-1%	-3%	1	3%	14	1%

Record cards (already shown). Values in the order: Abeta yeast res, FUS yeast rescue, EPAC2 antag, TDP43 rescue, D3 ag, aSyn yeast inh, DRD3 antagonist, EPAC2 agonist
Cc1cccc2c(C(=O)Nc3ccc(Br)cc3)cc(-c3ccccn3)nc12 reads -16%, 42%, -26%, -4%[9.22 µM], 1, -1%, 12, 9%
Cc1ccc(NC(=O)Cn2cc(C(=O)C3CC3)c3ccccc32)cc1C reads -7%, -16%, ., -5%, -12, ., ., .
COc1ccc(NC(=O)CCN2CCOCC2)c(OC)c1 reads 4%, 8%, 2%, 2%, 0, -2%, 3, 4%

Other results.
SMILES	Abeta yeast res	FUS yeast rescue	EPAC2 antag	TDP43 rescue	D3 ag	aSyn yeast inh	DRD3 antagonist	EPAC2 agonist
CCC(Cn1nnc2ccccc2c1=O)NC(=O)Nc1ccc(C)c(C)c1 (stereo not given)	-13%	9%	.	-12%	-20	.	.	.
CCC(C)NC(=O)c1ccc(Cn2c(=O)c3cccn3c3cccnc32)cc1 (stereo not given)	-24%	-12%	.	-1%	-9	.	.	.
O=C(Nc1ccc2c(c1)OCCO2)c1ccccc1F	-6%	-10%	10%	-13%	-1	0%	6	5%
Cc1cccc(OCc2ccccc2)n1	4%	1%	-4%	-7%	2	1%	1	-3%
COc1ccc(NS(=O)(=O)c2ccc3nc(-c4ccccc4)[nH]c3c2)cc1	-6%	-1%	.	-1%	9	.	.	.
Cc1ccc(NC(=O)Cc2coc3c(C)c(C)ccc23)c(C)c1	-7%	-12%	.	10%	-1	.	.	.
COc1ccc(C(=O)OCCCc2cc3ccccc3c(=O)o2)cc1	6%	21%	-13%	0%	13	2%	-2	16%
CNC(=O)c1cc(S(=O)(=O)NCc2ccncc2)ccc1OC	9%	38%	-1%	-10%	-2	1%	8	7%
Cc1ccccc1/C=N/NC(=O)c1ccc(-n2cnnn2)cc1	6%	-2%	3%	15%	1	4%	-9	3%
CCN(Cc1ccccc1)C(=O)CS(=O)(=O)c1ccccc1	-6%	-4%	-3%	-13%	-2	2%	-23	7%
COC(=O)c1c(C)oc2ccc(NS(=O)(=O)c3cc(OC)ccc3OC)cc12	-7%	-4%	-11%	8%	8	1%	8	2%
Cc1nn(CC(=O)Nc2cccnc2)c(C)c1[N+](=O)[O-]	-9%	-3%	16%	2%	0	5%	0	10%
O=C(COc1ccc2ccccc2c1)Nc1ccc(Br)cc1C(=O)O	23%	2%	-9%	-11%	-2	-12%	-10	11%
CCc1nn(CC(=O)N2CCCCCC2)c(=O)c2cc3ccccc3n12	-17%	-2%	-1%	2%	5	9%	0	4%
CCCCNC(=O)Cn1nc(C)c(S(=O)(=O)N2CCOCC2)c1C	0%	21%	-3%	17%	19	0%	9	2%
CCN(CC)S(=O)(=O)c1ccc(Cl)c(C(=O)NCc2ccco2)c1	11%	-23%	12%	23%	5	5%	2	6%
O=C(O)/C=C\C(=O)Nc1ccc(N2CCN(c3ccc(Cl)cc3)CC2)cc1	17%	25%	7%	-14%	-1	3%	-25	5%
O=C1NC(=O)C(Cc2c[nH]c3ccccc23)N1 (stereo not given)	8%	-5%	2%	-10%	2	-8%	-8	6%
Cc1ccc(O)c(NC(=O)C2CC(c3ccc(F)cc3)=NO2)c1 (stereo not given)	6%	8%	6%	21%	0	4%	-6	-2%
COC(=O)c1c(C)oc2ccc(N(C(C)=O)S(=O)(=O)c3ccccc3)cc12	6%	18%	-14%	14%	-29	-16%	11	19%
COc1ccc(-c2oc3ncn4nc(COc5ccccc5C)nc4c3c2-c2ccc(OC)cc2)cc1	5%	13%	.	0%	9	.	.	.
C/C(=N\NC1=NCCN1)c1ccccc1	-2%	-7%	-2%	6%	-23	-4%	-23	8%
CCN(CC)S(=O)(=O)c1ccc2c(c1)c(=O)c(C(=O)N1CCN(c3cccc(Cl)c3)CC1)cn2C	1%	?	.	16%	-5	.	.	.
COc1ccc(CCNS(=O)(=O)c2cn(C)nc2C)cc1OC	-10%	-2%	-2%	-1%	0	-5%	1	-3%
Cc1cc(C)cc(OCCNC(=O)c2ccc(Br)cc2)c1	2%	3%	5%	10%	-6	7%	5	1%
NNC(=O)c1c[nH]c2ccc(OCc3ccccc3)cc12	-11%	?	4%	0%	-4	-19%	-17	19%
Cc1ccc(/C=N/NC(=O)CSc2nnc(-c3ccccc3)n2-c2ccc(Cl)cc2)o1	-2%	.	-4%	12%	6	-1%	13	3%
COc1cc(C(=O)NCC(c2ccc(N(C)C)cc2)N2CCCC2)cc(OC)c1OC (stereo not given)	-4%	9%	.	14%	-7	.	.	.
COc1cc(C2C(C#N)=C(N)Oc3cc(C)n(CC4CCCO4)c(=O)c32)cc2c1OCO2 (stereo not given)	9%	22%	5%	-4%	-5	2%	6	0%
C=CCN(C(=O)CN1CCCCC1)c1nc(-c2ccccc2)cs1	-20%	12%	?	-19%	-8	-1%	-21	15%
CCCCCCCCCCCCN1[C@@H](CC(=O)OC)c2cc(F)cc(F)c2S1(=O)=O	1%	28%	-1%	12%	31*	-1%	8	-7%
CN(C)c1ccc(C(=O)N/N=C/c2ccccn2)cc1	-15%	29%	7%	10%	-11	-1%	-9	7%
Cc1nc(NC(=O)CSc2nncs2)c(Cl)cc1Cl	-11%	-2%	11%	3%	-14	-8%	16	1%
COC(=O)C1=C(C)NC(=O)CC1c1cccc(Cl)c1Cl (stereo not given)	1%	-17%	-25%	21%	4	11%	-20	1%
COc1cccc(CNc2nc(NCc3ccccc3OC)nc3ccsc23)c1	-2%	30%	5%	4%	4	-1%	32	7%
O=C(NCCCn1ccnc1)C1CC(c2ccccc2Cl)=NO1 (stereo not given)	-13%	29%	26%	-30%	-2	-3%	12	-7%
Fc1ccccc1N1CCN(c2ncnc3onc(-c4ccc(Cl)cc4)c23)CC1	-2%	-18%	.	3%	-3	.	.	.
COc1ccc(C(=O)OCC(=O)NCC2CCCO2)cc1S(=O)(=O)N1CCCc2ccccc21 (stereo not given)	6%	25%	4%	5%	0	0%	20	4%
COc1ccc(CCCNC(=O)C2CCC(=O)N(CCc3cccc(F)c3)C2)cc1 (stereo not given)	11%	15%	19%	-12%	-3	3%	8	-4%
O=C(NCc1ccco1)C1CCN(c2nnc(-n3cccc3)s2)CC1	-8%	-4%	7%	18%	1	1%	-24	2%
CCC(=O)Nc1ccc(C(=O)CSc2nc3ccc(C)cc3[nH]2)cc1	-8%	.	-8%	3%	-10	-19%	-5	8%
O=C(CSc1nnc(Nc2ccccc2F)s1)NCc1ccco1	-6%	?	6%	-9%	-14	-7%	-59*	10%
O=C(CCNC(=O)C1CCN(S(=O)(=O)c2ccccc2)CC1)NC1CC1	11%	2%	4%	2%	6	4%	14	-3%
Cc1c(NC(=O)COC(=O)C2CC3C=CC2C3)c(=O)n(-c2ccccc2)n1C (stereo not given)	-4%	12%	-5%	-5%	-6	2%	-76*	3%
COCCNC(=O)CN(Cc1ccccc1)C(=O)CCC(=O)Nc1nccs1	-7%	-9%	2%	10%	0	-4%	-16	-2%
CC(C)NC(=O)c1onc(CSc2ccc(F)cc2)c1C(=O)O	1%	-28%	22%	18%	3	-13%	0	4%
COc1ccc(S(=O)(=O)n2nc(OC(=O)c3ccco3)cc2N)cc1	12%	-8%	-2%	29%	6	11%	3	3%
COc1cccc(C2=NOC(C(=O)Nc3cccc(C(C)=O)c3)C2)c1OC (stereo not given)	-1%	-13%	-2%	2%	9	2%	17	-8%
COc1cc(/C=C/C(=O)OCC(=O)NCCc2ccc(F)cc2)ccc1OC(F)F	-17%	.	1%	-14%	-29	-3%	?	-7%
C=Cc1ccc(C(=O)N2CCCC(CCC(=O)N3CCN(c4ccccn4)CC3)C2)cc1 (stereo not given)	-4%	36%	9%	3.5µM*	3	0%	5	11%
CCOc1ccccc1-c1noc(CSc2nnc(-c3ccncc3)n2-c2ccc(F)cc2)n1	-29%	1%	.	12%	2	.	.	.
